Compound activity deposited in PubChem by National Center for Advancing Translational Sciences (NCATS).
CBFb RUNX1 block: CBF-beta/RUNX1 interaction disruption | AlphaScreen CBFb-His/RUNX1-biotin binding, biochemical | Potency, µM (top dose mostly 59.8 µM), for inactives: top-dose activity, negative = inhibition, most hits filed as inhibitors | 230,000 tested, under 10 active | AID 1477; note: % of control where 0% means no effect
Target sequence (Q01196 whole entry, looked up): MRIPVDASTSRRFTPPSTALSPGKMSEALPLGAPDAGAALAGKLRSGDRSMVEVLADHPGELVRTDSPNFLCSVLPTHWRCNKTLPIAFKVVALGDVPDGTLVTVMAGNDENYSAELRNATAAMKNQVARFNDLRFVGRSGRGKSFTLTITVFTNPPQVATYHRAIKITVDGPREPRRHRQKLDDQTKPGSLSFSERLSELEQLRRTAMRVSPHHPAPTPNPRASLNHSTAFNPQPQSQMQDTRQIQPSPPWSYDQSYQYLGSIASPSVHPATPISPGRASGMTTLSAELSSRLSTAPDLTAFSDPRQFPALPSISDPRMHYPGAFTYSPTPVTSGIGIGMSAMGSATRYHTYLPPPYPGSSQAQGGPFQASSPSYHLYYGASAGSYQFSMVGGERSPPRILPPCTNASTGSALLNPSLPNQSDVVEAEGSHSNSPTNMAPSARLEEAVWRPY
Target sequence (Q13951 whole entry, looked up): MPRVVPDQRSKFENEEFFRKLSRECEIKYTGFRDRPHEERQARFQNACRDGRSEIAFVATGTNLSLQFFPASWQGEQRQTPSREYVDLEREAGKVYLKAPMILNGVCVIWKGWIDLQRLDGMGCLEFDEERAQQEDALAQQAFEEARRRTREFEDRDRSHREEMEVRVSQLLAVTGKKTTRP
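Inhibition was taken as any reduction in AlphaScreen signal from the CBF-beta–RUNX1 pair (His and biotin tags, 30 nM each), measured after compound (15 min) and bead (90 min) incubations at room temperature.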
aGal spleen mod: inhibitors or activators of human alpha-galactosidase in spleen homogenate | P06280 | AID 2107 | Potency, µM (top dose mostly 80 µM), for inactives: top-dose activity change, negative = inhibition, usual class: inhibitors | 0.008% of 240,000 active | human spleen homogenate, 4MU-alpha-Gal fluorescence, 40 min;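 note: potency is the fitted concentration of half-maximal effect; 0% = enzyme with vehicle and -100% = no enzyme basal signal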
Target sequence (P06280 32-429 limits assumed): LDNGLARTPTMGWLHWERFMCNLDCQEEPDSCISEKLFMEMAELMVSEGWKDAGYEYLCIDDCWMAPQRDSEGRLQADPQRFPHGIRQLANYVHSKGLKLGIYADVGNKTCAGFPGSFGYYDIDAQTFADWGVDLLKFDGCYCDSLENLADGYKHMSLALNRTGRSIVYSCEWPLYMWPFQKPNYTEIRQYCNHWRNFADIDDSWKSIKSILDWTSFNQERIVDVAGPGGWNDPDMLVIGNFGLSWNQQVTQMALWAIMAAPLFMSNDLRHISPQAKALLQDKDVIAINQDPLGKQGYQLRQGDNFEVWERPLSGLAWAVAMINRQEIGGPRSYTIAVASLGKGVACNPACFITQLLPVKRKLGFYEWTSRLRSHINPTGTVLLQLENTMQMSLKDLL
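Fluorogenic readout (Ex 365/Em 440 nm) of 4-methylumbelliferone released from 1 mM 4-MU-alpha-galactoside by spleen homogenate, 40 min at 37C, pH 5.0. Data normalized to no-enzyme and enzyme controls; Hill-equation AC50 from compound titrations.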
Luc counter: counter-screen: inhibitors of Kinase-Glo firefly luciferase; Kinase-Glo luciferase, ATP luminescence, 8 min; 0.28% of 200,000 active; Q27757; Potency, µM (top dose mostly 38.3 µM), inactives show at the highest dose activity change, negative = inhibition, hits mostly inhibitors; note: potency is the fitted concentration of half-maximal effect; % is set by controls: 0 for no effect and ±100 for the full control effect; nearly all actives have a fitted effect of over 60% in size
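Luminescence was the read-out, taken after 8-minute incubation at ambient temperature. Luciferase turned over luciferin with 10 uM ATP in imidazole pH 7.2 buffer containing KCl, MgCl2, Tween 20 and BSA.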
NPSR antagonist: neuropeptide S receptor (human) antagonism, cAMP. Q6W5P4. CHO-NPSR cells, cAMP TR-FRET, antagonist mode. Potency, µM (series often up to 38.3 µM), for the others: at the highest dose activity change, negative = inhibition, usual class: inhibitors. 1% of 220,000 active. AID 1461; note: potency is the fitted concentration of half-maximal effect; % is set by controls: 0 for no effect and ±100 for the full control effect; nearly all actives have a fitted effect of over 50% in size; many of its hits are not listed in these tables
Epigenetic reg: derepresses silenced GFP reporter in murine cells; 0.2% of 280,000 active; murine LDR cells, GFP reporter derepression, 30 h; Potency, µM (titrated, usually from 53.9 µM), for inactives: top-dose GFP activation, hits mostly activators; note: potency is the fitted concentration of half-maximal effect; % of control where 0% means no effect; nearly all actives have a fitted effect of over 60% in size
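In this reporter-derepression format, murine cells bearing a silenced integrated CMV-GFP locus incubate with test compound (30 h, 37 C), then are washed and imaged; fluorescent objects of 20–120 um count as induced cells.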
IMPase Li inh: membrane-permeable IMPase blocker, potentiated with lithium | CHO-M1 cells, IP1 TR-FRET (IP-One), carbachol + lithium | 0.35% of 210,000 active | AID 1457 | Potency, µM (highest dose often 59.4 µM), for the others: at the highest dose activity, negative = IMPase inhibition, most hits filed as inhibitors;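 note: IP1 builds up when IMPase is blocked and the TR-FRET signal falls; potency is the fitted concentration of half-maximal effect; plate controls were basal vehicle for no effect and high inhibitor control for full effect; nearly all actives have a fitted effect of over 50% in size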
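Readout is a homogeneous TR-FRET IP1 immunoassay (Ex 320, Em 665 and 620), where raised cytosolic IP1 lowers signal. Cells were CHO-M1 treated 30 min at 37C with test compounds plus a little lithium; AC50 values came from Hill-equation fitting.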
LMNA splice mod: changes lamin A minigene splicing in HeLa cells; 0.01% of 200,000 active; HeLa LMNA splicing GFP/RFP minigene ratio, 48 h; AID 1487; Potency, µM (top dose mostly 46.1 µM), without a hit: at the top dose ratio change, negative = inhibition, hits mostly inhibitors; active = well fitted inhibition curve with a large enough effect in the signal ratio, with a control signal flat, not every such curve was filed as active; inconclusive = small, poorly fitted or top-dose-only effect, or effect the other way, or a change in a side signal; the % refers to the signal ratio; note: potency is the fitted concentration of half-maximal effect; % is set by controls: 0 for no effect and ±100 for the full control effect
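Read-out is the ratio of GFP to DsRed2 object intensity, acquired by 488 nm laser-scanning cytometry on HeLa lamin A-EGFP minigene reporter cells. Compound incubation 48 hrs at 37 °C in Opti-MEM with 2% FBS; DMSO 0.5% final.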
* marks the source's active call; other numbers are inactive results; ? = inconclusive; . = not tested or not shown; & = joins results of further samples; [ ] = dose if it differs, or a comment. Unless noted, calls come from the whole dose curve; as a rule, active = well fitted curve in the direction sought with a large enough effect; inconclusive = small, poorly fitted or top-dose-only effect, or another doubt; inactive = no such curve, though single readings can be large; an effect the other way counts as inactive or inconclusive.

compound | CBFb RUNX1 block | aGal spleen mod | Luc counter | NPSR antagonist | Epigenetic reg | IMPase Li inh | LMNA splice mod
CC(/C=C1\SC(=S)N(NS(=O)(=O)c2ccccc2)C1=O)=C\c1ccccc1 | -24% | 0% | . | -27% | 0.1% | . | .
CC(NC(=O)CSc1nnc(COc2ccccc2)o1)c1ccccc1 (centres undefined) | 3% | 4% | -4% | 10%[7.67 µM] | -1.0% | 0%[38.3 µM] | 7%
O=C(O)CCC(=O)OCC1CCCCC1 | 0% | -3% | 19% | -12%[46.1 µM] | 2.9% | 27%[38.3 µM] | ?
C=C(C)COc1ccc(-c2n[nH]c(C)c2-c2ccccc2OC)c(O)c1 | -3% | 14% | -5% | ? | 4.1% | 4%[38.3 µM] | ?
Nc1nnnn1/N=C/c1cccc(Oc2ccccc2)c1 | 1% | -1% | 1% | -4%[46.1 µM] | 0.0% | 28%[38.3 µM] | -4%
C=CCn1c(CSCc2ccccc2)nnc1SCC(=O)NCc1ccccc1 | -6% | -7% | -2% | -11%[46.1 µM] | -2.0% | 1%[38.3 µM] | 2%
CCCCCn1c(CN2CCN(C)CC2)nc2c1c(=O)n(C)c(=O)n2C | -2% | 4% | -3% | -3%[46.1 µM] | 0.8% | -8%[38.3 µM] | 7%
N#Cc1ccccc1-c1ccc2ncnc(NCc3cccs3)c2c1 | . | 8% | . | . | . | ? | ?
COC(=O)C1(C(=O)OC)NOC2C(=O)N(c3ccccc3)C(=O)C21 (centres undefined) | 16% | -1% | 4% | 0%[46.1 µM] | 2.5% | 16%[38.3 µM] | -4%
Cc1ccc([C@@H]2C3COCC=C3C(C#N)=C(N)C2(C#N)C#N)o1 (some centres undefined) | 2% | 4% | 13% | -12%[46.1 µM] | -5.5% | 1%[38.3 µM] | 6%
O=C(Nc1ccccc1)c1ccc(=O)n(Cc2cccc(Cl)c2)c1 | 1% | 0% | -2% | -21% | -1.3% | 4% | 17%[46 µM]
O=C(Nc1cccc(F)c1)c1ccc(S(=O)(=O)N2CCOCC2)cc1 | 0% | -2% | -1% | -9%[46.1 µM] | 0.0% | 20%[38.3 µM] | -4%
CC(C)c1nc(SCC(=O)c2ccc(F)cc2)c2ccccc2n1 | 0% | 5% | -1% | ? | 2.1% | 17% | .
Cn1ccnc1C(O)c1ccco1 (centres undefined) | 5% | -2% | -1% | 2%[46.1 µM] | 0.0% | 19%[38.3 µM] | 10%
COc1cc(NC(=O)CSc2nc3cc(C)ccc3cc2C)c(C(=O)O)cc1OC | -14% | -3% | 7% | -1% | 1.1% | 4% | ?
COc1ccc(OCC(=O)N/N=C\c2ccco2)cc1 | 3% | 8% | 0% | -9% | -5.0% | 10% | -3%[46 µM]
CCOC(=O)C(C)Sc1nc(N)c(NC(=O)c2ccc(OC)c(OC)c2)c(=O)[nH]1 (centres undefined) | 10% | -9% | 1% | -8%[46.1 µM] | 0.0% | 12%[38.3 µM] | -10%
CCCc1noc2c1C(c1cc(Br)ccc1F)C(C#N)=C(N)N2 (centres undefined) | 0% | 1% | 2% | -21% | 1.0% | 2% | -5%[46 µM]
CC1=C(C(=O)OC(C)C)C(c2ccc(Br)s2)NC(=O)N1C (centres undefined) | -2% | 8% | -2% | 5%[46.1 µM] | -0.1% | 14%[38.3 µM] | ?
O=c1c2ccccc2cnn1Cc1n[nH]c(=S)n1-c1ccc(F)c(Cl)c1 | -3% | 1% | 1% | -12% | -0.4% | -8% | .
O=C(COc1ccccc1F)NC1CCN(Cc2ccccc2)CC1 | -1% | -15% | 0% | 3%[46.1 µM] | -0.9% | 38%[activator][38.3 µM] | 3%
COc1cc(-c2coc3cc(OCc4ccccc4)c(OC)c(O)c3c2=O)cc(O)c1OC | -23% | -10% | -5% | . | -0.5% | 26% | .
CCC(C)NC(=O)C1CN(S(=O)(=O)c2ccccc2)CCN1S(=O)(=O)c1ccccc1 (centres undefined) | 5% | -7% | 1% | -14%[46.1 µM] | -2.9% | -8%[38.3 µM] | 9%
O=c1oc2ccccc2c2oc3cc(O)c(O)cc3c12 | -16%&-17% | 1%&10% | 1% | 3% | 1.3%&-1.0% | -9% | .
O=Cc1cc2ccccc2nc1SCc1ccc(Cl)c(Cl)c1 | -2% | 1% | -1% | ? | -0.6% | 14%[38.3 µM] | ?
Cn1nc(C(C)(C)C)cc1C(=O)O | -2% | 0% | -3% | -5% | -0.2% | 9% | .
CCC(C)n1nccc1NC(=O)C(C)OC(=O)c1cc2ccccc2[nH]1 (centres undefined) | 4% | 1% | 4% | 3%[46.1 µM] | -1.0% | 31%[activator][38.3 µM] | -25%
Cn1cnnc1Sc1ccc(C(F)(F)F)cc1[N+](=O)[O-] | 1% | -8% | 1% | 2% | 1.1% | -4% | -4%[46 µM]
CCCNc1cc(C)oc(=O)c1C(=O)CC | 5% | 8% | -1% | 40% | -0.2% | -1% | -1%[46 µM]
Cc1cccc(N=C2NC(=O)/C(=C/c3cccnc3)S2)c1 | 3% | 0% | . | -41% | -1.0% | . | .
O=CNCC(=O)NCCc1ccc(Cl)cc1 | 4% | 16% | . | -1%[46.1 µM] | -0.9% | . | ?
O=S(=O)(c1cccc2cnccc12)N1CCNCC1 | 7%[21.7 µM] | -2% | 1% | . | 5.4% | 2% | .
CCCCC1=CC2=CC(=O)C(C)(OC(=O)CC)C(=O)C2=CN1CCc1ccccn1 (centres undefined) | 3%[13.1 µM] | 8%[17.5 µM] | -3%[7.66 µM] | -1% | -1.1% | 4% | 12%[9.22 µM]
O=C(CSc1nnc(-c2cccnc2)n1Cc1ccco1)c1ccccc1 | -2% | 5% | -6% | 13%[46.1 µM] | -0.4% | 5%[38.3 µM] | 15%
CC1CN(C(=O)CSc2nnc(-c3ccc(Cl)cc3)n2C)CC(C)O1 (centres undefined) | 0% | ? | 1% | -18%[46.1 µM] | 0.0% | 16%[38.3 µM] | -2%
NS(=O)(=O)c1ccc(CCNC(=O)NC2CCCCC2)cc1 | 13% | 1% | . | 45% | 1.2% | . | .
CCNC(=O)NC(=O)C(C)OC(=O)c1ccc(-n2nc(SC)sc2=S)cc1 (centres undefined) | -12% | 0% | -1% | -3% | 0.0% | 7% | -15%
c1ccc(C(c2ccccc2)N2CCN(Cc3nc(-c4cnccn4)no3)CC2)cc1 | 4% | 1% | . | -4% | 4.3% | . | .
COC(=O)c1[nH]c2ccc(C)cc2c1NC(=O)CN1CCN(c2ccc(F)cc2)CC1 | -10% | ? | -4% | ? | 1.2% | 8%[38.3 µM] | ?
COc1ccc(CN2CC(C(=O)NCCCN3CCCCCC3)CC2=O)cc1 (centres undefined) | 7% | 6% | -3% | -6%[46.1 µM] | -2.1% | 15%[38.3 µM] | -7%
CCOc1ccc(S(=O)(=O)N(CC(N)=O)c2ccc(C)cc2)cc1 | -1% | -6% | 2% | -13%[46.1 µM] | -1.1% | -8%[38.3 µM] | 2%
COc1cc(C(=O)NCC(=O)OC(C)C(=O)Nc2ncc(Cl)cc2Cl)cc(OC)c1OC (centres undefined) | 6% | 1% | 3% | 8% | 0.9% | 6% | -19%[46 µM]
CNS(=O)(=O)c1ccc(NC(=O)C(CCSC)NC(N)=O)cc1 (centres undefined) | 4% | -3% | 1% | -6%[46.1 µM] | 0.0% | 6%[38.3 µM] | 10%
COc1ccc2c(c1)CCc1cc(C(=O)N3CCN(c4ccc(N5CCOCC5)nn4)CC3)sc1-2 | -15% | 9% | 1% | -12%[46.1 µM] | 0.1% | 40%[activator][38.3 µM] | ?
CCCCCc1ccc(-c2ccc(/C=C/C(N)=O)cc2)nc1 | -2% | 2% | 0% | 16% | 0.0% | 5% | -15%
O=C1c2cccc3cccc(c23)C(=O)N1c1ccc2ncccc2c1 | 2% | 3% | 2% | -16%[46.1 µM] | 0.0% | -4% | 1%
NNC(=O)CCN1CCN(C(c2ccccc2)c2ccccc2)CC1 | 1% | 9% | 2% | -1% | -1.3% | 16% | ?
NC(=O)COC(=O)c1cc(=O)[nH]c2ccccc12 | -4% | 5% | . | -25% | -0.3% | . | .
Cc1csc2nnc(N)n12 | 2% | 3% | . | -9%[46.1 µM] | -2.2% | . | 4%
O=C(CSc1nnnn1-c1ccccc1)Nc1ccc(Cl)cn1 | 7% | 5% | -2% | -17%[46.1 µM] | -2.1% | 25%[38.3 µM] | 4%
O=C(CCC(=O)N1CCN(S(=O)(=O)c2ccc(Cl)cc2)CC1)Nc1ccc(Cl)cc1Cl | 1% | -5% | -1% | -13% | -1.8% | -3% | ?
C=CCNC(=O)C1CCN(c2ccc(S(=O)(=O)N3CCOCC3)cc2[N+](=O)[O-])CC1 | -4% | -2% | 2% | 7% | -2.0% | 4% | ?
C/C(CC(=O)Nc1ccc(Br)cc1)=N\NC(=O)Cc1csc(N)n1 | -8% | 9% | . | 7% | -3.2% | . | .
COc1ccc(NC(=O)CSc2nnc(C3CCCCC3)o2)c(OC)c1 | -3% | -11% | -1% | -4%[46.1 µM] | -2.3% | -4%[38.3 µM] | -3%
Cc1ccc([N+](=O)[O-])cc1Nc1nc(N2CCOCC2)nc(N2CCOCC2)n1 | 0% | 8% | 1% | -26% | 0.9% | 18% | .
CC(C)(C)NC(=O)c1ccc2nsnc2c1 | 4% | 5% | -1% | -3% | 1.1% | -3% | 10%
CCN(CC)S(=O)(=O)c1cc(C(=O)NC2=NCCS2)ccc1Cl | 4% | -4% | -4% | -6%[46.1 µM] | -2.9% | -13%[38.3 µM] | 9%
CC(C)(C)CC(=O)OCC(=O)Nc1cc(C(C)(C)C)nn1-c1ccccc1 | 7% | 0% | -3% | -13%[46.1 µM] | -1.0% | 29%[38.3 µM] | -16%
CN(C)C(=O)COC(=O)/C=C/c1cn(-c2ccccc2)nc1-c1cccs1 | 6% | 4% | 1% | -23% | 0.9% | 11% | ?
O=C1CC(c2c(F)cccc2Cl)C(n2cncn2)C(O)=C1C1NCCc2ccccc21 (centres undefined) | -24% | -8% | -1% | 12% | -0.5% | 3% | ?
CCOC(=O)C(=O)N1CCC(C(=O)OCC)CC1 | 0% | 8% | . | -22% | 0.0% | . | .
CCc1ccc(NC(=S)N(CCCN2CCN(C)CC2)Cc2cccs2)cc1 | 2% | -9% | 0% | 13% | -0.9% | 0% | -19%

2 neighbouring entries already listed:
compound | CBFb RUNX1 block | aGal spleen mod | Luc counter | NPSR antagonist | Epigenetic reg | IMPase Li inh | LMNA splice mod
Cc1csc2nnc(N)n12 | 2% | 3% | . | -9%[46.1 µM] | -2.2% | . | 4%
O=C(CSc1nnnn1-c1ccccc1)Nc1ccc(Cl)cn1 | 7% | 5% | -2% | -17%[46.1 µM] | -2.1% | 25%[38.3 µM] | 4%

These rows are one share of the data; the hit share may differ from the screen's.
